TRPC6 inhibitor = blocks the mouse TRPC6 cation channel; Q61143; HEK293-TRPC6, membrane potential dye, ACh-evoked depolarization; hits give low values; B-score at 10 µM; 1.1% of 310,000 active; AID 2553;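 active = B-score under library mean minus 3 SD, initial fluorescence not abnormally high, positive integrated signal ratio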;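 note: B-score derived from integrated fluorescence ratio over the kinetic read; more negative B-score means stronger inhibition of depolarization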
Target sequence (Q61143 whole entry, looked up): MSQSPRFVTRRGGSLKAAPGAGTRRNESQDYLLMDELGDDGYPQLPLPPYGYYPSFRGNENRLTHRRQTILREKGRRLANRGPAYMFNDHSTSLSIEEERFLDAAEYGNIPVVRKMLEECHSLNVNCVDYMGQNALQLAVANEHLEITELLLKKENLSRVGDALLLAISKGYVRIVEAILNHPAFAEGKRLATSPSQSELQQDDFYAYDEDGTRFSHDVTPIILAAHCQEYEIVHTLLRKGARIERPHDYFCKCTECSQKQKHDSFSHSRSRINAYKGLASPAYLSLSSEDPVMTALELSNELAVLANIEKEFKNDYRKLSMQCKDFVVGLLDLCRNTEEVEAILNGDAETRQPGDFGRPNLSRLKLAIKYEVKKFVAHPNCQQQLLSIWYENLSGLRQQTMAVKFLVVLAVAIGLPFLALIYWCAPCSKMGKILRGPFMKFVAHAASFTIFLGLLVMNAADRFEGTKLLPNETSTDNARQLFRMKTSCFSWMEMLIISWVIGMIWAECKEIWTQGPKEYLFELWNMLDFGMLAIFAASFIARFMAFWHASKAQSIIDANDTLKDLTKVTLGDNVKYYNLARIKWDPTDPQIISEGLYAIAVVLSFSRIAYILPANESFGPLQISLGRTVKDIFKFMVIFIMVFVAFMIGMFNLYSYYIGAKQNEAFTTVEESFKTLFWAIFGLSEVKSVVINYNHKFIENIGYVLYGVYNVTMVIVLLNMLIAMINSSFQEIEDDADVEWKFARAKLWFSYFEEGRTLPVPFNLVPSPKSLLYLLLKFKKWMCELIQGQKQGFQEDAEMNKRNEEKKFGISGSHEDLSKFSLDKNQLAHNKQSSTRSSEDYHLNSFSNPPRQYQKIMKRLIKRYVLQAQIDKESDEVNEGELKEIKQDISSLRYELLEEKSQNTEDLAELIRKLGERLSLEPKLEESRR
HIF activator = HIF pathway transcriptional activation; U2OS HRE-luciferase reporter, luminescence; normalized: DMSO 0%, desferrioxamine 100%; 0.32% of 300,000 active; activation, % at 7.5 µM (by protocol);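 active = mean activation of at least 10% of the iron chelator positive control signal, with at least half of replicates also reaching 10%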
AI-2 QS modul = modulators of Vibrio harveyi AI-2 quorum sensing system | Vibrio harveyi JMH597 AI-2 luminescence/OD600 ratio, 9 h; hits give low values; strain lacks LuxN and CqsS sensors; 0 = neutral-control median | activity change, % at 7.5 µM | 0.4% of 300,000 active | AID 2094; in the data active = activity change below about -75%, passing the limit was not always enough;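 note: luminescence divided by OD600 gain over 9 h not by final OD600 alone; inactives centre near 13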
MrgX1 PAM = human MrgX1 positive allosteric modulation, primary screen; MrgX1-HEK293, Fluo-4 calcium flux, FDSS; hits give high values; B-score at 10 µM; 0.63% of 310,000 active;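 active = plate-corrected calcium response at least 3 library SD above typical, normal starting fluorescence, not activating the receptor alone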;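 note: compound read alongside a low EC10 to EC30 dose of BAM8-22 agonist; peak minus trough fluorescence over baseline measured at the second addition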
PolyA inhibitor = inhibitors of polyadenylation in S. cerevisiae; calls only at 12 µM; 0.02% of 300,000 active; AID 1875; S. cerevisiae SKY197-pL101 polyadenylation reporter, beta-gal luminescence; efflux-impaired pdr1/pdr3 knockout yeast; score 100 = 6 SD above DMSO;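 active = lowest replicate activity score at least 50, where 100 means six control SD above control mean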;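 note: yeast exposed to compound for 9 h at 30 °C; higher score means more reporter readthrough which indicates perturbed polyadenylation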
MrgX1 antagonist = blocks BAM8-22 activation of human MrgX1 receptor | MRGX1-HEK293 calcium flux, Fluo-4, BAM8-22 antagonism; hits give low values | B-score at 10 µM | 1.3% of 310,000 active | AID 588676;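 active = calcium-response B-score plate-corrected more than 3 library SD below zero, starting fluorescence within 5 deviations, no agonist response on first addition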;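 note: peak minus trough fluorescence over baseline after final BAM8-22 challenge near maximal dose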
TRPC4 agonist = TRPC4 (mouse) channel activation; 0.49% of 310,000 active; Q9QUQ5; AID 2237; HEK293 TRPC4beta/mu-opioid, Fluo4 calcium fluorescence; hits give high values; B-score at 10 µM;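 active = B-score above 5 SD of library B-scores, and initial fluorescence ratio not above library mean plus 5 SD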;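 note: positive B-score marks a calcium rise read as TRPC4 activation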
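Technique: kinetic Fluo4 calcium fluorescence; Test system: TRPC4beta and mu-opioid receptor HEK293 stable cells; Measure: B-scored integrated calcium fluorescence ratio; Benchmarks: low control buffer alone, high control maximal DAMGO; Schedule: 45 min room-temperature Fluo4 loading, 110 s read.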
MrgX1 agonist = human MrgX1 receptor agonism, primary screen; AID 588627; 0.44% of 310,000 active; B-score at 10 µM; MrgX1-HEK293 cells, Fluo-4 calcium fluorescence, agonist mode; hits give high values;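 active = calcium response B-score plate-corrected fluorescence ratio at least 3 library SD, with starting fluorescence B-score inside 5 SD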
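Test system: HEK293 cells stably expressing human MrgX1 receptor; Input: fifteen thousand cells per well; Dosing: compound delivered in addition one of three; Schedule: overnight seeding, then 1 h dark dye loading; Technique: Fluo-4 NW calcium fluorescence; Measure: B-scored fluorescence response ratio; Controls: positive and negative controls per plate.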
TRPC4 potent = allosteric potentiators of mouse TRPC4 channel. Q9QUQ5. HEK293 TRPC4beta/mu-opioid, DAMGO EC20, Fluo-4 Ca2+ flux; hits give high values. B-score at 10 µM. 0.42% of 310,000 active. AID 2227;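 active = B-score of calcium response area above 5 SD of library B-scores, with initial fluorescence ratio within 5 SD of library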;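 note: B-score of integrated fluorescence ratio over time as area under calcium response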
TRPC6 activator = activates the mouse TRPC6 cation channel; HEK293-TRPC6 membrane potential dye fluorescence; hits give high values; B-score at 10 µM; 0.13% of 310,000 active; AID 2550;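 active = B-score of the integrated fluorescence ratio above library mean plus 3 SD, and starting fluorescence ratio within library mean plus 5 SD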;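 note: higher score means more depolarization so channel activation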
TRPC4 block = inhibitors of mouse TRPC4 channel; Q9QUQ5; B-score at 10 µM; HEK293 TRPC4beta/mu-opioid, DAMGO-evoked Fluo4 calcium flux; hits give low values; AID 2247; 0.39% of 300,000 active;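 active = B-score over 3 SD under the library average, no early fluorescence shift, positive overall ratio signal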
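Assay system: Stable TRPC4beta/mu-opioid receptor HEK293 cells | Reagent: DAMGO in two steps, submaximal then maximal | Compound dosing: Single concentration per test compound | Signal: Fluo4 Ca2+ flux fluorescence | Evaluation: Per-well B score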
Starred values were filed as active, the others as inactive; i = inactive; x = not tested or not shown. Only part of the results is shown; rates above refer to the full screens.

#	Compound	TRPC6 inhibitor	HIF activator	AI-2 QS modul	MrgX1 PAM	PolyA inhibitor	MrgX1 antagonist	TRPC4 agonist	MrgX1 agonist	TRPC4 potent	TRPC6 activator	TRPC4 block
1	Cc1cccc(NC(=O)CN2C(=O)S/C(=C\C(=O)Nc3ccc(Cl)cc3)C2=O)c1	i	-0.1	12.9	i	i	-5.74*	i	i	i	i	i
2	O=S(=O)(c1cc(Cl)ccc1Cl)N1CCN2CCCC2C1 (stereo not drawn)	i	1.2	-10.8	i	i	i	i	i	i	i	i
3	O=C(CSc1nc2ccsc2c(=O)n1Cc1ccccc1)NCc1ccco1	i	0.4	10.6	i	i	i	i	i	i	i	x
4	Fc1ccc(-c2nnc(NC3=NCCCCC3)o2)cc1	x	-4.3	36.5	i	i	i	x	i	x	x	x
5	COc1cccc(NC(=O)n2ncc3c(C)cccc32)c1	i	-1.7	8.2	i	i	i	i	i	i	i	i
6	COc1ccccc1N1CCN(C(=O)CCS(=O)(=O)c2ccc3c(c2)NC(=O)C(C)S3)CC1 (stereo not drawn)	i	-0.2	x	i	i	i	i	i	i	i	i
7	O=C(Nc1ccc(Br)cc1)c1cc2ccccn2n1	i	1.9	16.7	i	i	i	i	i	i	i	i
8	COc1cccc(C=O)c1OCCCOc1cccc2cccnc12	i	-2.1	37.8	i	i	i	i	33.3*	i	i	i
9	O=C(Nc1ccc(Cl)cc1)c1cncs1	i	2.1	8.9	i	i	i	i	i	i	i	i
10	COCc1c(Br)c(C)nc(OCC(=O)N/N=C/c2ccco2)c1C#N	i	-0.2	13.4	i	i	i	i	i	i	i	i
11	COc1ccccc1-c1nc(S(=O)(=O)c2ccc(Cl)cc2)c(N(C)C)o1	i	-0.2	20.1	i	i	i	i	i	i	i	i
12	NC(=O)c1ccsc1NC(=O)COC(=O)C1CC2CCCC(C1)C2=O (stereo not drawn)	i	-0.8	14.6	i	i	i	i	i	i	i	i
13	O=C(Cn1cnc2c(nnn2Cc2ccc(F)cc2)c1=O)NCc1ccc(F)cc1	i	0.7	21.7	i	i	i	i	i	i	i	i
14	Cc1cc(OCC(=O)NNC(=S)NC(=O)c2ccc(Br)o2)ccc1Cl	i	x	49.1	i	x	i	i	i	16*	i	i
15	CCOC(=O)c1c(NC(=O)C2CC(Cl)=CCC2C(=O)O)sc2c1CCCCC2 (stereo not drawn)	i	0.4	2.8	i	i	i	i	i	i	i	-6*
16	COc1cccc(-n2c(SCC(=O)NCCc3ccccc3)nnc2-c2ccoc2C)c1	i	-0.2	27.2	i	i	i	i	i	i	i	i
17	O=C(CCCN1C(=O)/C(=C/c2cccs2)SC1=S)NNC(=O)c1ccc(F)cc1	i	-1.0	0.0	i	i	i	i	i	i	i	i
18	CC1CN(CC(=O)NC(C)c2ccccc2)CC(C)O1 (stereo not drawn)	i	-0.2	21.9	i	i	i	i	i	i	i	i
19	Cc1ccnc(N2CCC(C(=O)NNC(=O)COc3cccc4ccccc34)CC2)n1	i	-0.1	31.3	i	i	i	i	i	i	i	i
20	Cc1onc(-c2ccccc2)c1C(=O)Nc1ccc(S(=O)(=O)Nc2nccs2)cc1	i	0.2	8.9	i	i	i	i	i	i	i	i
21	CC/C(=N\NC(C)=O)c1ccc(OC(F)F)cc1	i	-0.2	20.7	i	i	i	i	i	i	i	i
22	COc1ccc(NC(=O)Cn2nnc(C(=O)NCc3ccc4c(c3)OCO4)c2N)c(OC)c1	i	-1.0	22.7	i	i	i	i	i	i	i	i
23	CCOc1ccc(N(CC)C(=O)COc2cc(=O)n(CC)c3ccccc23)cc1	i	-0.8	23.0	i	i	i	i	i	i	i	i
24	Cc1ccc(-c2nc(SC(C)C(=O)c3c(N)n(C)c(=O)n(C)c3=O)n[nH]2)cc1 (stereo not drawn)	i	-13.8	26.4	i	i	i	i	i	i	i	i
25	CC1CCCN(C(=O)Cc2cccc3ccccc23)C1 (stereo not drawn)	i	0.1	22.0	i	i	i	i	i	i	i	i
26	COc1ccccc1-n1c(=O)[nH]c2c(C(N)=O)nc(-c3cccnc3)nc21	i	-0.3	1.2	i	i	i	i	i	i	i	i
27	CSc1ncc(C(=O)O)c(C)n1	i	0.5	17.9	i	i	i	i	i	i	i	i
28	COCCN(C(=S)Nc1ccc(OC)c(Cl)c1)C1CCN(C(C)C)CC1	i	0.1	28.9	i	i	i	i	i	i	i	i
29	COc1cccc(OC)c1OCC(O)CN1CCN(c2ccccc2F)CC1 (stereo not drawn)	i	0.4	10.7	i	i	i	i	i	i	i	i
30	CC1(C)Cc2cccc(OCC(=O)Nc3cccnc3)c2O1	i	-0.1	17.2	i	i	i	i	i	i	i	i
31	Clc1ccc(Cn2ncc3c(NCc4ccccc4)ncnc32)cc1	i	4.3	-30.9	i	i	i	i	i	i	i	i
32	Fc1ccc(CN2CCC(Cc3ccccc3)CC2)cc1F	i	0.5	24.4	i	i	i	i	i	i	i	-6*
33	Cc1ccc(C(=O)NC2CCN(CC(=O)Nc3ccccc3Cl)CC2)cc1	i	-32.3	x	i	i	i	i	i	i	i	i
34	CC(C)C(C(=O)Nc1cccnc1)N1C(=O)c2ccccc2C1=O (stereo not drawn)	i	-0.3	8.8	i	i	i	i	i	i	i	i
35	Cc1cc2nccc(-c3ccc(OCCCF)cc3)n2n1	i	0.9	13.5	i	i	i	i	i	i	i	i
36	CC(C)Oc1c(N2CCOCC2)c(=O)c1=O	i	0.0	6.5	i	i	i	i	i	i	i	i
37	Clc1cccc(-c2nc3nc4ccccc4nc3n2Cc2ccccc2)c1	i	-2.2	2.2	i	i	i	i	i	i	i	i
38	O=C(/C=C/c1cccc([N+](=O)[O-])c1)NCc1ccc2c(c1)OCO2	i	-0.4	-54.4	i	i	i	i	i	i	i	i
39	Cc1cc(C(=O)Nc2ccccc2[N+](=O)[O-])cs1	i	1.8	25.5	i	i	i	i	i	i	i	i
40	O=C(NCc1ccccc1)c1c[nH]c2ccccc2c1=O	i	-1.6	x	i	i	i	i	i	i	i	i
41	O=C1CCCN1CC(=O)N1CCCC(Nc2cccc(F)c2)C1 (stereo not drawn)	i	-0.1	14.2	i	i	i	i	i	i	i	i
42	C/C(=N\N1CCN(Cc2ccccc2Cl)CC1)c1ccc([N+](=O)[O-])cc1	i	-0.5	-4.9	i	i	i	i	i	i	i	i
43	Nc1c(N(CCC2=CCCCC2)C(=O)c2ccco2)c(=O)[nH]c(=O)n1Cc1ccccc1	i	-0.1	3.7	i	i	i	i	i	i	i	i
44	O=C(Cc1ccccc1)N1CCC(O)(c2cccnc2)CC1	i	-1.1	14.9	i	i	i	i	i	i	i	i
45	O=C(NCC1OCCc2ccccc21)c1ccc(NC(=O)c2ccc(Cl)cc2Cl)cc1 (stereo not drawn)	i	-0.3	12.2	i	i	i	i	i	i	i	i
46	CCN(CC)S(=O)(=O)c1ccc2c(c1)nc(SC(C)C(=O)NCC1CCCO1)n2CC (stereo not drawn)	i	0.1	11.8	i	i	i	i	i	i	i	i
47	O=S(=O)(c1cccc(Br)c1)N1CCN(c2ccnc3cc(Cl)ccc23)CC1	i	0.3	-2.5	i	i	i	i	i	i	i	i
48	CCOn1c(=O)c(-c2ccc(OC)c(OC)c2)[n+]([O-])c2ccccc21	i	-0.7	18.6	i	i	i	i	i	i	i	i
49	CCOC(=O)C1CCCN(C(=S)Nc2cc(C)cc(C)c2)C1 (stereo not drawn)	i	-0.1	5.4	i	i	i	i	i	i	i	i
50	CN(Cc1ccccc1)Cc1nc2c(c(=O)n(C)c(=O)n2C)n1CCc1ccccc1	i	0.1	31.4	i	i	i	i	i	i	i	i
51	O=S(=O)(c1ccccc1)N1CCN(c2ncnc3sc(-c4ccccc4)cc23)CC1	i	0.1	16.6	x	i	x	i	x	i	i	i
52	COCc1cc(C)nc(Sc2nc3c(c(=O)n(C)c(=O)n3C)n2C)c1C#N	i	-1.2	15.9	x	i	x	i	x	i	i	i
53	CC1(C)Cc2nc(-c3ccccc3)nc(SCC(=O)N3CCOCC3)c2CO1	i	-0.4	29.4	i	i	i	i	i	i	i	i
54	COC(=O)c1ccc(S(=O)(=O)N2CCCC2)o1	i	-0.9	21.2	i	i	i	i	i	i	i	i
55	COc1ccc(Cl)cc1-c1n[nH]c(=S)n1C	i	-0.3	23.0	i	i	i	i	i	i	i	i
56	c1ccc(COc2cccc(CN3CCc4ccccc4C3)c2)cc1	i	-12.4	26.0	i	i	i	i	i	i	i	i

(list continues)
#	Compound	TRPC6 inhibitor	HIF activator	AI-2 QS modul	MrgX1 PAM	PolyA inhibitor	MrgX1 antagonist	TRPC4 agonist	MrgX1 agonist	TRPC4 potent	TRPC6 activator	TRPC4 block
57	CCCCNC(=O)c1ccc(/C=C2\Oc3ccccc3N(C)C2=O)cc1	i	0.6	20.9	i	i	i	i	i	i	i	i
58	O=C(Nc1nccs1)c1cccc(S(=O)(=O)N2CCOCC2)c1	i	0.1	2.9	i	i	i	i	i	i	i	i
59	CCOP(=O)(OCC)C(NC(=O)/C=C/c1ccc(OC)cc1)c1ccccc1 (stereo not drawn)	i	0.0	21.5	i	i	i	i	i	i	i	x
60	N#CC1(NC(=O)COC(=O)c2ncc(Cl)c(Cl)c2Cl)CCCCC1	i	0.0	-8.6	i	i	i	i	i	i	i	i
61	Cc1nc2ccccc2nc1OCC(=O)Nc1cc(C(F)(F)F)ccc1N1CCOCC1	i	-0.1	22.9	i	i	i	i	i	i	i	i
62	COC(=O)CNC(c1ccccc1)c1cc(Br)ccc1NC(=O)CCN1CCOCC1 (stereo not drawn)	i	0.2	4.2	i	i	i	i	i	i	i	i
63	Cc1ccc(C)c(CN2CCSCC2)c1	i	-9.7	3.8	i	i	i	i	i	i	i	i
64	COc1ccc(-c2csc(N(Cc3ccccc3)C(=O)COc3ccc(Cl)cc3)n2)cc1	i	0.1	20.9	i	i	i	i	i	i	i	i
65	COc1ccc(C(F)(F)F)cc1N/C=C/c1nnnn1-c1ccc(C)cc1	i	0.0	-1.0	i	i	i	i	i	i	i	i
66	COc1ccc(S(=O)(=O)N2CCC(C(=O)Nc3cccc(C(C)=O)c3)CC2)cc1C	i	-0.2	14.3	i	i	i	i	i	i	i	i
67	Cc1c(C(=O)N2CCN(c3ccccc3)CC2)sc2ncnc(N3CCC(C)CC3)c12	i	-0.2	37.6	i	i	i	i	i	i	i	i
